hIAP block = blocks human intestinal alkaline phosphatase; AID 2544; P09923; inhibition, % at 10 µM; purified IAP, CDP-Star luminescence, 30 min; 330,000 tested, 0.12% active;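 active = inhibition reaching a set limit with compound at 10 µM in the primary screen, cut at about 35% in these data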;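 note: plate controls were DMSO wells with enzyme for no effect and no-enzyme buffer wells for full effect; values of inactives mirror those of a sister screen read the other way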
Target sequence (P09923 whole entry, looked up): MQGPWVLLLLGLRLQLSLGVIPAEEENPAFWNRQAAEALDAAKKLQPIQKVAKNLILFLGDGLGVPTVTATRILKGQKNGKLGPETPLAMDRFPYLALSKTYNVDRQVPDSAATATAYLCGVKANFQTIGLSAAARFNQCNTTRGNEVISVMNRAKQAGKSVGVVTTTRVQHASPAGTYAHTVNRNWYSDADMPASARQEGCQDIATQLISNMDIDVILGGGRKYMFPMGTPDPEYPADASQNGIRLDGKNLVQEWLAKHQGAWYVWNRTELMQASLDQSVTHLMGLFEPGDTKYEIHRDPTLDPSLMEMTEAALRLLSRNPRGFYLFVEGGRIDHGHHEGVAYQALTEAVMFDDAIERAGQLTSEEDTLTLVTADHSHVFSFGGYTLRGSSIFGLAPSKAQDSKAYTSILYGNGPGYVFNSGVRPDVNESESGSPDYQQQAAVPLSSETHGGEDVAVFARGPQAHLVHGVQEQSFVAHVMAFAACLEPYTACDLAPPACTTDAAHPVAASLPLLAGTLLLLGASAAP
TIM10 inh = growth inhibitors of TIM10 yeast strain. AID 463195. inhibition, % at 10 µM. 330,000 tested, 1.4% active. S. cerevisiae TIM10 strain growth, BacTiter-Glo luminescence, 24 h;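 active = inhibition of 40% or more at the single tested concentration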;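 note: wild-type TIM10 isogenic control strain grown at permissive 25 °C; 0% = DMSO yeast wells and 100% = minimal medium wells without yeast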
mIAP act = increases mouse intestinal alkaline phosphatase activity; muIAP, CDP-Star luminescence, 30 min; active compounds read high; 1 = vehicle-only enzyme signal, 0 = enzyme-free wells; activation factor at 10 µM; 330,000 tested, 0.24% active;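 active = activation factor of at least 2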; note: the source names both 10 and 20 µM as test concentration; values of inactives mirror those of a sister screen read the other way
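also added = chemiluminescent substrate CDP-Star | test system = mouse IAP enzyme | signal = chemiluminescence readout | compound = DMSO-dissolved test compounds | incubation = 30 min at room temperature | benchmarks = DMSO wells, no-enzyme wells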
mIAP block = mouse IAP inhibition; 330,000 tested, 0.2% active; purified mouse IAP, CDP-Star luminescence, 30 min; AID 2806; inhibition, % at 10 µM;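 active = inhibition of at least 40% at 10 µM in the primary screen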;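 note: plate controls were DMSO with enzyme for no effect and no enzyme wells for full effect; values of inactives mirror those of a sister screen read the other way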
ATG4B inh = inhibitors of human ATG4B cysteine protease. Q9Y4P1. ATG4B cleavage of LC3-PLA2, NBD-HPC fluorescence, 1 h. inhibition, % at 8.33 µM. 340,000 tested, 0.51% active; in the data active = inhibition above about 40%
Target sequence (Q9Y4P1 whole entry, looked up): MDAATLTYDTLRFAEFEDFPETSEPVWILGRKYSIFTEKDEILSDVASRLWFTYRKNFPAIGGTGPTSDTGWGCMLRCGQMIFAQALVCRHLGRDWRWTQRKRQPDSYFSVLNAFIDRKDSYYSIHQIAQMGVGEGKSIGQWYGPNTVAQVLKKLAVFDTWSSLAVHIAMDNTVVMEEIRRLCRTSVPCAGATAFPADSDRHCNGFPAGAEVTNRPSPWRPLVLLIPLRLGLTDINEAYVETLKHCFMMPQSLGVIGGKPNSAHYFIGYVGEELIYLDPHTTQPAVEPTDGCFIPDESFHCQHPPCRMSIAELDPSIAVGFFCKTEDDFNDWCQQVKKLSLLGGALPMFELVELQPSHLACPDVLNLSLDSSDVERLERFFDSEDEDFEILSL
NALP3 yeast inh = NALP3 inhibition in yeast. Yeast reconstituted NLRP3/ASC/caspase-1, beta-gal luminescence, 24 h. inhibition, % at 10 µM. 330,000 tested, 0.39% active;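 active = inhibition of 50% or more; inactive = inhibition below 50%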;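 note: plate controls were induced DMSO wells for no effect and uninduced yeast grown without galactose for full effect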
hIAP activ = increases human intestinal alkaline phosphatase activity. P09923. purified human IAP, CDP-Star luminescence, 30 min; active compounds read high; 1 = vehicle-only enzyme, 0 = enzyme-free background. activation factor at 10 µM. 330,000 tested, 0.16% active;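 active = activation factor of the enzyme at least 2-fold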; note: the source names both 10 and 20 µM as test concentration; values of inactives mirror those of a sister screen read the other way
Apaf1 inhib = inhibitors of human Apaf-1 apoptosome; reconstituted apoptosome caspase-3 activity, DEVD-Rh110 fluorescence; inhibition, % at 20 µM; 330,000 tested, 0.71% active; active = inhibition of at least 40% at 20 µM;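 note: plate controls were DMSO wells for no effect and DEVD-CHO caspase inhibitor wells for full effect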
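Medium: Hepes buffer, pH 7.5 / System: biochemical Apaf-1 apoptosome reconstitution / Measured by: Rh110 fluorescence, excitation 480 nm, emission 540 nm / Times: compound with Apaf-1, dATP, procaspase-3 30 min, then 50 min reaction, room temperature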
tim10-1 inh = inhibits growth of tim10-1 mutant yeast. S. cerevisiae tim10-1 ts strain growth, BacTiter-Glo, 24 h. inhibition, % at 20 µM. 330,000 tested, 2.2% active. AID 463190;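 active = inhibition of at least 40%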;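 note: mutant grown at 25 °C; 0% = DMSO wells with yeast and 100% = wells holding no yeast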
Starred values were filed as active, the others as inactive; . = not tested or not shown.

entry	Molecule	hIAP block	TIM10 inh	mIAP act	mIAP block	ATG4B inh
1	CCOc1ccc(OCC)c(NC(=O)CSc2nnc(-c3cccnc3)o2)c1	6	3	0.96	4	3
2	O=C1CCC(C(=O)OC(C(=O)c2c[nH]c3ccccc23)c2ccccc2)=NN1 (centres undefined)	1	1	0.97	3	-20
3	COc1ccccc1N1CCN(C(c2cccs2)C(C)NC(=O)C(=O)N2CCOCC2)CC1 (centres undefined)	18	3	0.99	1	-8
4	CCOC(=O)n1c(=O)oc2ccccc21	22	4	1	-2	10
5	CCOC(=O)N1CCC(c2nc3ccccc3[nH]2)CC1	-6	2	0.98	2	-5
6	C=CCC1(CC=C)CCCN1C(=O)C1CCC(=O)N(CCc2ccc(OC)cc2)C1 (centres undefined)	-15	9	0.92	8	-5
7	O=C(NC1CC2CCC1C2)c1ccco1 (centres undefined)	2	8	0.95	5	-2
8	Cn1c(/C(C#N)=C(\O)c2ccc(Cl)s2)nc2ccccc21	-37	-8	0.92	8	-1
9	FC(F)(F)c1cnc(-c2cnc(-c3cccnc3)nc2)c(Cl)c1	13	9	1	-3	9
10	CCC1(C)Cc2c(sc3c2c(=O)n(C)c2nnc(SCc4ccccc4)n32)CO1 (centres undefined)	-38	-2	1	-3	6

entry	NALP3 yeast inh	hIAP activ	Apaf1 inhib	tim10-1 inh
1	-2	0.94	11	9
2	17	0.99	9	13
3	-6	0.82	2	11
4	4	0.78	-27	4
5	5	1.1	-1	9
6	11	1.1	5	29
7	-3	0.97	-3	-14
8	12	1.4	5	17
9	9	0.87	1	2
10	12	1.4	21	9

(further entries)
entry	Molecule	hIAP block	TIM10 inh	mIAP act	mIAP block	ATG4B inh
11	O=C(c1cccc(Cl)c1)N1CCCC(C(=O)N2CCCCCC2)C1 (centres undefined)	3	18	0.99	1	-10
12	N#Cc1cccc2c1-c1ccccc1/C2=N/NC(N)=O	21	-7	0.94	6	-8
13	CCCc1cnc(N2CCN(C(=O)c3ccccc3)CC2)nc1	-20	6	0.95	5	1
14	CCc1nnc(NC(=O)CSc2nc3cc(OC)ccc3cc2C)s1	15	-1	1	-2	-14
15	CCc1nnc(NS(=O)(=O)c2ccccc2)s1	14	-7	1	-2	-3
16	O=C(COC(=O)CC(c1ccccc1)c1ccccc1)NCc1ccccc1	-6	9	0.98	2	9
17	CCc1nnc(NS(=O)(=O)c2ccc(N/C=C/C(=O)c3ccc(C)cc3)cc2)s1	-6	12	0.93	7	11
18	C[C@H](CO)N1C[C@H](C)[C@@H](CN(C)Cc2ccc(Oc3ccccc3)cc2)Oc2c(NC(=O)c3ccncc3)cccc2C1=O	-6	5	0.88	12	-4
19	Cc1cc(N2CCc3ccccc32)n2ncnc2n1	-12	-1	1	-4	-3
20	CCOC(=O)C1=C(C)OC(N)=C(C#N)C1c1cc(Cl)c(OCC(N)=O)c(OC)c1 (centres undefined)	16	10	1.1	-13	-11

entry	NALP3 yeast inh	hIAP activ	Apaf1 inhib	tim10-1 inh
11	-1	0.97	-13	17
12	7	0.79	13	-3
13	23	1.2	5	23
14	9	0.85	10	-5
15	11	0.86	2	-21
16	5	1.1	1	16
17	14	1.1	-11	32
18	-11	1.1	37	20
19	-8	1.1	2	17
20	20	0.84	8	16

More results
entry	Molecule	hIAP block	TIM10 inh	mIAP act	mIAP block	ATG4B inh
21	O=C(/C=C/c1cccs1)NC(=S)Nc1ccc(S(=O)(=O)Nc2ccccc2C(F)(F)F)cc1	4	6	0.98	2	-3
22	CN(C)c1ccc(CN(C(=O)c2ccc(Cl)c([N+](=O)[O-])c2)C2CCS(=O)(=O)C2)cc1 (centres undefined)	-25	-9	1.1	-7	-8
23	O=[N+]([O-])c1ccccc1CS(=O)(=O)c1ccccc1	-5	0	1	-3	1
24	CC(=O)Nc1ccc(Nc2nc(C)nc3c2nnn3Cc2ccccc2Cl)cc1	-6	3	0.97	3	4
25	Cc1cc(NC(=O)CCC(=O)N(CC(=O)NC2CCCC2)Cc2cccs2)no1	10	-11	0.99	0	-2
26	CCCOc1ccc(C(=O)CCC(=O)OCC(=O)Nc2ccc(Oc3ccccc3)cc2)cc1	9	10	0.99	0	.
27	CC(C)(C)OC(=O)N[C@@H](Cc1ccccc1)c1nnc(SCC(=O)O)o1	-4	-1	1.1	-7	-10
28	O=C(CSc1nnc2ccc(-c3ccc(F)cc3)nn12)N1CCCC1	-3	0	0.91	9	-4
29	COc1ccc(C)cc1NC(=O)CNc1ccc(C(C)=O)cc1	3	9	0.96	4	31
30	O=C(c1cccs1)N(c1ccc(F)cc1)C1C=CS(=O)(=O)C1 (centres undefined)	-7	8	0.98	2	-7

entry	NALP3 yeast inh	hIAP activ	Apaf1 inhib	tim10-1 inh
21	0	0.95	15	15
22	10	1.3	8	0
23	12	1.1	-4	11
24	14	1.1	-4	3
25	15	0.9	-7	16
26	22	0.91	4	9
27	0	1	1	0
28	1	1	-8	-8
29	14	0.97	4	14
30	-10	1.1	2	8

The list goes on.
entry	Molecule	hIAP block	TIM10 inh	mIAP act	mIAP block	ATG4B inh
31	NS(=O)(=O)c1ccc(NC(=O)COC(=O)c2cc3ccccc3oc2=O)cc1	3	-12	1.1	-6	-6
32	COc1ccc(S(=O)(=O)C(C#N)c2nc3ccccc3nc2N2CCC(C)CC2)cc1 (centres undefined)	-25	6	0.89	11	.
33	Cc1cccnc1CCNC(=O)CC1C(=O)NCCN1CC1CCCCC1 (centres undefined)	4	8	0.99	0	16
34	CC(=O)Nc1ccc(Nc2nc(C(F)(F)F)nc3c2nnn3Cc2ccccc2Cl)cc1	-19	16	0.89	11	-2
35	O=C(CCCC(=O)N1CCN(c2ccccc2F)CC1)c1ccccc1	17	-10	1.1	-8	-1
36	Cn1c(SCC(=O)Nc2nnc(-c3ccccc3)o2)nnc1C1CC1	-10	-9	0.96	4	-2
37	c1ccc(-c2ccccc2OCCN2CCCC2)cc1	-6	-11	1	0	3
38	COc1cc(C(=O)N2CCSCC2)ccc1OC1CCN(C(C)=O)CC1	-2	6	1.1	-5	12
39	C/C=C/c1ccc(OCC(O)CN2CCCCCCC2)c(OC)c1 (centres undefined)	-10	-1	1	-3	-11
40	O=C(Nc1ccc(F)c(F)c1)c1ccc(F)c(S(=O)(=O)N2CCC3(CC2)OCCO3)c1	4	11	0.98	2	-8

entry	NALP3 yeast inh	hIAP activ	Apaf1 inhib	tim10-1 inh
31	3	0.97	-6	6
32	17	1.2	19	22
33	21	0.96	11	19
34	11	1.2	-3	0
35	11	0.83	1	5
36	-2	1.1	-17	-21
37	0	1.1	-1	9
38	13	1	-9	-2
39	8	1.1	-2	-1
40	15	0.96	4	12

Next part.
entry	Molecule	hIAP block	TIM10 inh	mIAP act	mIAP block	ATG4B inh
41	COc1ccc(/C=N/NC(=O)c2ccc(Cl)c(S(N)(=O)=O)c2)cc1OCC(N)=O	-9	-8	0.89	12	-8
42	CN1CCCN(C(=O)c2ccc(Cl)cc2)CC1	5	4	0.99	1	3
43	CCCc1cc(=O)oc2cc(OCC(=O)NCCCn3ccnc3)c(Cl)cc12	-26	4	0.98	2	-4
44	CCc1ccccc1NC(=O)NNC(=O)CCc1ccccc1	-8	0	1	-3	-2
45	CCOC(=O)c1cc(S(=O)(=O)NCc2ccco2)cn1C	13	11	0.95	5	0
46	CCOc1cc(/C=C2/N=C(c3ccc4c(c3)OCO4)OC2=O)ccc1OC(C)=O	8	30	1.3	-30	-2
47	CCn1ncc(Br)c1C(=O)Nc1ccccc1OC	0	0	0.92	8	3
48	CCOc1ccccc1C1NC(=O)NC(C)=C1C(=O)OC1CCCC1C (centres undefined)	3	10	0.99	1	-3
49	Cc1cc(C)nc(SCc2nnc(SCC(=O)OC3CCCCC3)o2)n1	-7	-8	1	0	-10
50	NNC(=O)c1ccc(CN2CCCCC2)o1	-11	4	1	-1	-4

entry	NALP3 yeast inh	hIAP activ	Apaf1 inhib	tim10-1 inh
41	-13	1.1	-16	-6
42	15	0.95	-4	-4
43	2	1.3	-24	8
44	13	1.1	11	2
45	4	0.87	-3	12
46	7	0.92	-4	34
47	18	1	-5	1
48	5	0.97	17	12
49	5	1.1	13	33
50	8	1.1	-3	11

The closing 7 records of the part before come first, to join the parts.
entry	Molecule	hIAP block	TIM10 inh	mIAP act	mIAP block	ATG4B inh
44	CCc1ccccc1NC(=O)NNC(=O)CCc1ccccc1	-8	0	1	-3	-2
45	CCOC(=O)c1cc(S(=O)(=O)NCc2ccco2)cn1C	13	11	0.95	5	0
46	CCOc1cc(/C=C2/N=C(c3ccc4c(c3)OCO4)OC2=O)ccc1OC(C)=O	8	30	1.3	-30	-2
47	CCn1ncc(Br)c1C(=O)Nc1ccccc1OC	0	0	0.92	8	3
48	CCOc1ccccc1C1NC(=O)NC(C)=C1C(=O)OC1CCCC1C (centres undefined)	3	10	0.99	1	-3
49	Cc1cc(C)nc(SCc2nnc(SCC(=O)OC3CCCCC3)o2)n1	-7	-8	1	0	-10
50	NNC(=O)c1ccc(CN2CCCCC2)o1	-11	4	1	-1	-4
51	Cc1nc2ccccc2n1CC(=O)N/N=C\C=C\c1ccccc1	-9	-1	1	-4	-23
52	O=C1CCC(=O)N1c1ccc(S(=O)(=O)N2CCCC2)cc1	10	13	1	0	8
53	O=C(C1=C[C@@H](c2ccc(C(F)(F)F)cc2)C[C@@H](OCCCCO)O1)N1CCCCCCC1	9	24	0.97	3	-6
54	O=C1CSC(c2ccccc2)N1c1cccnc1 (centres undefined)	6	-1	0.96	4	-10
55	O=C(C1CCC1)N1CCN(S(=O)(=O)c2ccc([N+](=O)[O-])cc2)CC1	4	10	0.91	10	4
56	O=S(=O)(c1ccc(F)cc1)N1CCN(CC(O)COCc2cccs2)CC1 (centres undefined)	0	6	0.92	8	-12
57	COc1ccc(OCC(O)CN2CCN(c3ccc(OC)cc3)CC2)cc1 (centres undefined)	-10	-21	0.98	2	2
58	CC1CCN(C(=O)Cn2nnc(-c3ccc(N)cc3)n2)CC1	-1	6	1	-5	6
59	CCC(C)NCCOCCOc1ccc(Cl)cc1Br (centres undefined)	10	-14	0.91	9	-3
60	CC(C)OC(=O)c1cccnc1N1CCN(c2cccc(Cl)c2)CC1	0	0	0.93	7	0
61	CCOc1ccccc1N(CC(=O)Nc1c(C)n(C)n(-c2ccccc2)c1=O)S(=O)(=O)c1ccccc1	-11	-6	1.1	-10	-10
62	COc1ccc(-c2c(C#Cc3ccsc3)c3cc(-c4ccc(OC)c(F)c4)ccc3n2C)cc1	-4	7	1.1	-12	-2
63	CC(=O)N1CC=CC1(CC(C)C)C(=O)NCc1cc(F)cc(C(F)(F)F)c1 (centres undefined)	-8	4	0.96	4	-10

entry	NALP3 yeast inh	hIAP activ	Apaf1 inhib	tim10-1 inh
44	13	1.1	11	2
45	4	0.87	-3	12
46	7	0.92	-4	34
47	18	1	-5	1
48	5	0.97	17	12
49	5	1.1	13	33
50	8	1.1	-3	11
51	3	1.1	14	20
52	11	0.9	4	5
53	5	0.91	14	25
54	-4	0.94	-2	-7
55	-3	0.96	-17	14
56	0	1	4	12
57	15	1.1	-2	-23
58	3	1	4	-11
59	30	0.9	-6	3
60	16	1	0	22
61	-3	1.1	4	7
62	5	1	-6	-4
63	5	1.1	3	-8

Bioassay records deposited in PubChem by Sanford-Burnham Center for Chemical Genomics.
